hERG rescue: hERG (human) protection from proarrhythmic block; Q12809; CHO-hERG, FluxOR thallium flux, dofetilide IC70 present; activation (rescue from dofetilide block), less the hit threshold, % at 10 µM; hit rate 0.51% among 310,000; AID 1511;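 active = activation above the mean of controls blocked by dofetilide plus 5 SD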;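 also: thallium influx through hERG after potassium depolarization seen as dye fluorescence rise; in these data hits start at about 4.7%; inactives centre near -7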
KCNK3 inh: human KCNK3 channel inhibition, primary screen; O14649; CHO-KCNK3 thallium flux, FluxOR fluorescence; hits give low values; B-score at 10 µM; hit rate 0.84% among 340,000;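 active = B-score under library mean minus 4 SD, starting fluorescence ratio at most library mean plus 5 SD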;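 also: more negative B-score means stronger inhibition of thallium flux through KCNK3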
Target sequence (O14649 whole entry, looked up): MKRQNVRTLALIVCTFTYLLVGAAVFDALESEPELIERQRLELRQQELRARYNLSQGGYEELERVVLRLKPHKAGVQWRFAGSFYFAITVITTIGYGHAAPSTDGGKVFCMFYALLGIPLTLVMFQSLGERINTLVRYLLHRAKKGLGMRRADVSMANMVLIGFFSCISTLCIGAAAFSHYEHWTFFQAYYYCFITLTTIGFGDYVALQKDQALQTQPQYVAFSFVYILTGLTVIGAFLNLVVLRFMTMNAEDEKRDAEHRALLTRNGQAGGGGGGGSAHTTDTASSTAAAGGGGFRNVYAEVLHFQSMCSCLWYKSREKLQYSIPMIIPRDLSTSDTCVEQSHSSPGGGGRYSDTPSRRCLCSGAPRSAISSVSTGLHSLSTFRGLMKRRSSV
KCNK9 block: inhibitors of human KCNK9 two-pore domain potassium channel | Q9NPC2 | HEK293 KCNK9, FluxOR thallium flux fluorescence; hits give low values | B-score at 10 µM | hit rate 1.2% among 310,000;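 active = ratio B-score over 3 SD below the library mean, with starting fluorescence within 5 SD of its mean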;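 also: negative B-score means less thallium flux so channel inhibition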
KCNQ1 pot: human KCNQ1 channel potentiation or activation; CHO-K1 KCNQ1, thallium flux FluxOR fluorescence; hits give high values; B-score at 10 µM; hit rate 0.35% among 310,000; AID 2648;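 active = fluorescence ratio B-score, a plate-corrected score, at least three library SD, with initial intensity B-score within 5 SD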
Target sequence (P51787 whole entry, looked up): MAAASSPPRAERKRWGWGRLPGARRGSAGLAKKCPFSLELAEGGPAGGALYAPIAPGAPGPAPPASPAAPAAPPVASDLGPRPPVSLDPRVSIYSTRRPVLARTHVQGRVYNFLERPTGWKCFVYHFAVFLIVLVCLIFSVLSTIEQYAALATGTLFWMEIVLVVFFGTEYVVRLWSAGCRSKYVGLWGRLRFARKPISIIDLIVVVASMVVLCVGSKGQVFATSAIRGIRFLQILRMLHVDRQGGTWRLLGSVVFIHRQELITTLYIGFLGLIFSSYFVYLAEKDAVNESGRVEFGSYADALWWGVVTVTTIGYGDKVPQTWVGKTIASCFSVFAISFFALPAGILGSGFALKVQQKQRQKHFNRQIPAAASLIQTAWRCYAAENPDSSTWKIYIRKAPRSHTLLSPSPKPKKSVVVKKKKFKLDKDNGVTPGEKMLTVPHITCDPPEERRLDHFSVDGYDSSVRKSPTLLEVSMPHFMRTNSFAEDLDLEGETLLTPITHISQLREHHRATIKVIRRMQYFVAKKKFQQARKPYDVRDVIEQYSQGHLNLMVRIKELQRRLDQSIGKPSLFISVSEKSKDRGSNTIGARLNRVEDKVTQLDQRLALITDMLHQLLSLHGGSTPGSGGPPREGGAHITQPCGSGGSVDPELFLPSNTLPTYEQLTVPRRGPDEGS
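System: CHO-K1 cells stably expressing KCNQ1 / Medium: assay buffer for compound exposure, DMSO matched across wells / Reagent: thallium- and potassium-containing depolarizing buffer / Compound: one concentration, matched DMSO / Incubation: 20 min compound pretreatment at room temperature / Measured by: kinetic FluxOR fluorescence, 10 s baseline plus 110 s post-stimulus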
TRPC4 act: opens the mouse TRPC4 cation channel; Q9QUQ5; HEK293 TRPC4beta/mu-opioid, Fluo4 calcium fluorescence; hits give high values; B-score at 10 µM; hit rate 0.49% among 310,000;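 active = B-score above 5 SD of library B-scores, and initial fluorescence ratio not above library mean plus 5 SD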;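 also: positive B-score marks a calcium rise read as TRPC4 activation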
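Assay system: HEK293 stable line with TRPC4beta plus mu-opioid receptor. Times: dye 45 min RT, read 110 s. Measured by: kinetic Fluo4 calcium fluorescence. Measure: B score of integrated ratio. Controls: assay buffer as low control, maximal DAMGO as high control.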
TRPC4 block: blocks the mouse TRPC4 cation channel | Q9QUQ5 | HEK293 TRPC4beta/mu-opioid, DAMGO-evoked Fluo4 calcium flux; hits give low values | AID 2247 | hit rate 0.39% among 300,000 | B-score at 10 µM;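 active = B-score over 3 SD under the library average, no early fluorescence shift, positive overall ratio signal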
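Assay system: HEK293 cells with stable TRPC4beta plus mu-opioid receptor expression. Dosing: single dose. Measured by: Fluo4 Ca2+ flux fluorescence. Also added: DAMGO in two steps, submaximal then maximal. Read-out: B score from integrated Fluo4 fluorescence ratio.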
Dyrk1A ADPGlo: inhibitors of rat Dyrk1A kinase | inhibition, % at 12.5 µM | ADP-Glo luminescence, NFATc1 peptide | AID 504441 | hit rate 0.43% among 310,000; in the data active = inhibition above about 50%;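 also: plate controls were vehicle with enzyme for no effect and no enzyme for full effect; many of its hits are not listed in these tables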
KCNQ1 inh: inhibitors of human KCNQ1 potassium channel. P51787. CHO-K1 KCNQ1, FluxOR thallium flux fluorescence; hits give high values. B-score at 10 µM. hit rate 1.3% among 310,000;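 active = compounds whose thallium flux B-score, printed positive for inhibition, exceeds three library SD while starting fluorescence stays within three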;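 also: channel opened by potassium depolarization with thallium stimulus after 20 min compound exposure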
TRPC4 PAM: TRPC4 (mouse) allosteric potentiation. HEK293 TRPC4beta/mu-opioid, DAMGO EC20, Fluo-4 Ca2+ flux; hits give high values. AID 2227. Q9QUQ5. B-score at 10 µM. hit rate 0.42% among 310,000;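 active = B-score of calcium response area above 5 SD of library B-scores, with initial fluorescence ratio within 5 SD of library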;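 also: B-score of integrated fluorescence ratio over time as area under calcium response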
PolyA inh: yeast polyadenylation inhibition; S. cerevisiae SKY197-pL101 polyadenylation reporter, beta-gal luminescence; efflux-impaired pdr1/pdr3 knockout yeast; score 100 = 6 SD above DMSO; calls only at 12 µM; hit rate 0.02% among 300,000; AID 1875;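 active = lowest replicate activity score at least 50, where 100 means six control SD above control mean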;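 also: yeast exposed to compound for 9 h at 30 °C; higher score means more reporter readthrough which indicates perturbed polyadenylation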
Platelet DG rel: platelet dense granule release activity. human platelet-rich plasma, SFLLRN dense granule ATP release, luminescence. inhibition, %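 (compounds screened at 7.5 µM in platelet-rich plasma)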. hit rate 0.22% among 300,000. AID 1663;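 active = mean replicate score, as percent of positive control, at or above 50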
* marks the source's active call; other numbers are inactive results; i = inactive; . = not tested or not shown; & = joins results of further samples. The list is partial. The share of hits here may be higher or lower than overall.

SMILES,hERG rescue,KCNK3 inh,KCNK9 block,KCNQ1 pot,TRPC4 act,TRPC4 block,Dyrk1A ADPGlo,KCNQ1 inh,TRPC4 PAM,PolyA inh,Platelet DG rel
Cc1cccc(-n2c(N)cc(=O)nc2SCC(=O)NC2CCCCC2)c1,-5.8,i,i,i,i,i,-3.2,i,i,i,11.9
CC(C)(C)c1cc[n+](C2=C([O-])c3ccccc3C(=O)/C2=N\S(=O)(=O)c2ccccc2)cc1,-10.8,i,i,i,i,i,.,i,i,i,2.0
Cc1ccccc1OCc1nc2ccccc2c(=O)n1/N=C/c1ccco1,-4.7,i,-6.91*,i,i,i,22.5,i,i,i,-0.6
CCCCNC(=O)C1CCC(=O)N1CCc1ccccc1 (stereo not given),-4.4,i,i,i,i,i,3.5,i,i,i,.
CCCCc1c(O)nc(SCC(=O)c2ccccc2)[nH]c1=O,-0.3,i,i,i,i,i,1.1,i,i,i,-5.5
COc1cc2c(cc1OC)C(COc1cccc(C(F)(F)F)c1)NCC2 (stereo not given),-10.1,i,i,i,i,i,-0.4,i,i,i,2.4
Nn1c(SCC(=O)NC(=O)Nc2ccc3c(c2)OCCO3)nnc1C1CC1,-8.2,i,i,i,i,i,-6.6,i,i,i,-1.9
COc1cccc(NC(=O)C(=S)NC2CCCCC2)c1,-8.4,i,i,i,i,i,1.3,i,i,i,-1.1
O=C(NCc1ccoc1)c1ccc(NC(=O)c2ccccc2Cl)cc1,-11.8,i,i,i,i,i,-1.4,i,i,i,2.0
O=C(NC1CCCCC1)C(Cc1ccccc1)N1C(=O)C2C3CCC(C3)C2C1=O (stereo not given),-7.2,i,i,i,i,i,31.0,i,i,i,7.0
O=C(CCN1C(=O)COc2ccccc21)N1CCN(c2ccccn2)CC1,-3.4,i,i,i,i,i,-1.4,i,i,i,-4.8
O=C(COc1ccc(S(=O)(=O)N2CCCC2)cc1)NCc1ccco1,-9.5,i,i,i,i,i,-1.9,i,i,i,4.6
CCOC(=O)c1cnn(-c2nc(-c3ccccc3F)cs2)c1C(F)(F)F,-10.4,i,i,i,i,i,-1.7,i,i,i,2.4
COC(=O)C(C)Sc1ccc2nnc(-c3ccc(F)cc3)n2n1 (stereo not given),-8.8,i,i,i,i,i,12.8,i,i,i,2.3
CC(=O)c1ccc(NC(=O)CSc2nc(C3CC3)nc3ccccc23)cc1,-7.7,i,i,i,i,i,3.7,i,i,i,15.0
COc1c(C)cc(C(=O)C2CCCN(C(=O)CCCn3cncn3)C2)cc1C (stereo not given),-8.3,i,i,i,i,i,-2.9,i,i,i,-2.0
N#C/C(=C(/O)c1ccco1)c1nc2ccccc2s1,-8.7&-7.4,i,i,i,i,i,23.9&26.2,i,i,i,4.6
COc1ccc(N(CC(=O)N2CCN(c3ccccc3F)CC2)S(=O)(=O)c2c(C)noc2C)cc1,-3.0,i,i,i,i,i,.,i,i,.,-5.1
CC(C)CCNC(=O)CNC(=S)N(Cc1ccccc1)Cc1cccnc1,-11.2,i,i,i,i,i,10.7,i,i,i,-2.3
O=C(Nc1ccc2nc3n(c(=O)c2c1)CCCC3)c1ccccc1[N+](=O)[O-],-8.8,i,i,i,i,i,3.6,i,i,i,12.1
O=C(Oc1ccc(Br)cc1)c1cncc(Br)c1,-9.9,i,i,i,i,i,1.3,i,i,i,-4.0
COC(=O)c1[nH]c2cc(OC)ccc2c1NC(=O)CCN1CCCC(C)(C)C1,-6.5,i,i,i,i,i,-3.9,i,i,i,-17.2
O=C(COc1ccccc1)Nc1c2c(nn1-c1ccccc1)CS(=O)C2 (stereo not given),-7.5,i,i,i,i,i,1.9,i,i,i,-8.9
Fc1ccccc1CN1CCC(Cc2ccccc2)CC1,-2.3,i,i,i,i,i,1.1,i,i,i,2.6
Cc1nc([N+](=O)[O-])c(C(=O)OCc2ccccc2)n1C,-13.0,i,i,i,i,i,2.2,i,i,i,0.7
CC(NC(=O)c1cc([N+](=O)[O-])cc([N+](=O)[O-])c1)C1CC2CCC1C2 (stereo not given),-5.0,i,i,i,i,i,12.4,i,i,i,2.5
CCOC(=O)C1(Cc2cccc(Cl)c2)CCCN(C(=O)c2cc(CC)on2)C1 (stereo not given),-12.6,i,i,i,i,i,-5.4,i,i,i,20.1
CCC1CCCCN1CCN1C(=O)C2C(C(=O)Nc3cccc(OC)c3)C3C=CC2(O3)C1C(=O)NC1CCCCC1 (stereo not given),-6.4,i,i,i,i,i,0.2,i,i,i,5.5
CCCCc1nc(N2CCN(C(=O)c3ccco3)CC2)c(C#N)c2c1CCCC2,-15.4,-9.38*,-6.78*,i,i,i,-1.3,9*,i,i,7.3
CCN1CC(CN(C)Cc2nc(-c3ccc(C(F)(F)F)cc3)oc2C)CC1=O (stereo not given),-5.6,i,i,i,i,i,3.2,i,i,i,6.2
CCCSc1nnc(C(C)C)n1N,-8.3,i,i,i,i,i,3.6,i,i,i,-10.3
O=C(CCC(=O)Nc1cccc(C(F)(F)F)c1)NCC1CCCO1 (stereo not given),-9.0,i,i,i,i,i,.,i,i,i,9.8
CCOC(=O)N1CCN(C/C(Cl)=C/c2ccccc2)CC1,-1.2,i,i,i,i,i,-1.0,i,i,i,12.6
COc1ccc(CCNC(=O)c2nnn(-c3cc(C)cc(C)c3)c2N)cc1OC,-8.2,i,i,i,i,i,3.3,i,i,i,3.8
Cc1noc(C)c1COc1cccc(C(=O)Nc2cccnc2)c1,-8.8,i,i,i,i,i,1.5,i,i,i,11.4
Nn1cc(-c2ccccc2)nc1SCC(=O)NC1CCS(=O)(=O)C1 (stereo not given),-6.0,i,i,i,i,i,-0.7,i,i,i,-1.6
CCCc1cc(C(=O)O)c2ccccc2n1,-8.7,i,i,i,i,i,6.5,i,i,i,7.9
Cc1[nH]c2ccccc2c1C(=O)NS(=O)(=O)Nc1ccc(Cl)cc1,-5.8,i,i,i,i,i,3.1,i,i,i,1.7
COc1ccc(N2CCN(c3n[nH]c(N)n3)CC2)cc1,-4.1,i,i,i,i,i,-0.5,i,i,i,-3.0
COc1ccc(C(=O)N2CC3(CC(c4cccc([N+](=O)[O-])c4)=NO3)C[C@H]2C(=O)NCC(N)=O)cc1 (stereo not given in full),-4.8,i,i,i,i,i,9.4,i,i,i,1.3
CSc1nsc(SC)c1NC(=O)OCCc1ccccn1,-1.6,i,i,i,i,i,12.4,i,i,i,0.1
CC1=NN(c2ccccc2)C(=O)/C1=C/C=C/c1ccc(N(C)C)cc1,-15.6,i,i,i,i,i,-1.2,i,i,i,14.5
O=C(N/N=C/c1cc(Br)ccc1O)c1ccncc1,-19.6,i,i,i,i,i,-2.2,i,i,i,-18.0
O=C(CN1C(=O)COc2ccccc21)N1CCCC1,-3.7,i,i,i,i,i,3.4,i,i,i,-1.4
CC1(C)SC(=S)N(NC(=O)Nc2cccc3ccccc23)C1N(O)C(=O)Nc1ccccc1 (stereo not given),-5.9,i,i,i,i,i,-4.4,i,i,i,-2.6
O=C(NNC(=S)NC(=O)c1ccccc1[N+](=O)[O-])c1ccccc1[N+](=O)[O-],-5.7,i,i,i,i,i,4.7,i,i,i,11.1
O=C(Nc1cccc(S(=O)(=O)C(F)F)c1)c1ccc(S(=O)(=O)N2CCCCC2)cc1,-10.5,i,i,i,i,i,-2.4,i,i,i,6.7
CCCOc1ccc(C2C(=O)N(C3CCCCC3)CC(=O)N2C2CC2)cc1OC (stereo not given),-11.3,i,i,i,i,i,-1.9,i,i,i,-12.0
COc1cc(S(=O)(=O)N2CCN(Cc3ccc4c(c3)OCO4)CC2)c(C)cc1C,-6.7,i,i,i,i,i,14.8,i,i,i,2.0
CC/S(C)=N/S(=O)(=O)c1ccc(C)cc1 (stereo not given),-4.2,i,i,i,i,i,4.2,i,i,i,1.6

Next records
SMILES,hERG rescue,KCNK3 inh,KCNK9 block,KCNQ1 pot,TRPC4 act,TRPC4 block,Dyrk1A ADPGlo,KCNQ1 inh,TRPC4 PAM,PolyA inh,Platelet DG rel
O=C(/C=C/c1cccc(Br)c1)N1CCN(c2cccc(C(F)(F)F)c2)CC1,-6.6,i,i,i,i,i,-3.7,i,i,i,-3.5
Cn1ccnc1-c1ccc(-c2nccn2C)cc1,-7.8,i,i,i,i,i,.,i,i,i,-2.1
Cc1ccc(CNC(=O)C2CCC(CNc3c(N4CCC(C)CC4)c(=O)c3=O)CC2)cc1 (stereo not given),-12.0,i,i,i,i,i,-0.2,i,i,i,-1.9
CCC(CC)NC(=O)Nc1ccc(F)c(Cl)c1,-12.2,i,-8.58*,i,i,i,1.7,9*,i,i,17.9
COc1ccccc1NC(=O)CSc1nnc(C2CCCCC2)n1N,-2.3,i,i,i,i,i,-0.7,i,i,i,1.0
CCCC(=O)Nc1nc2c(C)c(Cl)ccc2s1,-6.4,i,i,i,i,i,-1.1,i,i,i,0.1
CCN(CCCNC(=O)CCn1c(=S)[nH]c2cc3c(cc2c1=O)OCO3)c1cccc(C)c1,-0.9,i,i,i,i,i,2.8,i,i,i,0.9
CCn1cc(-c2cc(C(=O)O)c3ccccc3n2)cn1,-5.5,i,i,i,i,i,-2.3,i,i,i,16.0
Cc1ccc(F)cc1NC(=O)CN1CCN(c2ccccn2)CC1,-3.0,i,i,i,i,i,.,i,i,i,1.3
CCOC(=O)N1CCN(C(=O)CN(c2ccc3c(c2)OCO3)S(C)(=O)=O)CC1,4.2,i,i,i,i,i,0.1,i,i,i,-1.4
O=C(Nc1ccccc1)Nc1nc(-c2ccc(F)cc2)cs1,-10.3,i,i,i,i,i,4.0,i,i,i,2.0
O=C1CCN(CCc2ccccc2)CCN1CCSc1ccc(Br)cc1,-22.4,i,i,i,i,i,4.7,i,i,i,-2.1
Cc1ccc(NC(=S)N(CCN(C)C)Cc2cccs2)cc1C,-2.4,i,i,i,i,i,.,i,i,i,18.6
COc1ccc(NC(=O)CS(=O)(=O)c2cn(CC(=O)N3CCCC3)c3ccccc23)c(OC)c1,-4.9,i,i,i,i,i,.,i,i,i,20.3
Clc1ccc2nc(-c3ccccc3)cn2c1,-6.9,i,i,i,i,i,11.2,i,i,i,19.3
COc1ccc(C(=O)C2CCCN(C(=O)COc3ccc(C(C)=O)cc3)C2)cc1F (stereo not given),-8.7,i,i,i,i,i,.,i,i,i,0.8
